ATXN2 expr inh: ATXN2 expression inhibition; HEK-293 ATXN2-luciferase reporter, luminescence, 24 h; Potency, µM (titrated, usually from 57 µM), for the others: at the top dose activity change, negative = inhibition, actives largely listed as inhibitors; 0.72% of 360,000 active; AID 1745845; also: potency is read from the fitted curve at half-maximal effect; % is scaled to controls: 0 for no effect and ±100 for the full control effect; nearly all actives have a fitted effect of over 55% in size
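qHTS (up to 57 uM final) was run with 24 h compound exposure of reporter cells at 37 °C. Each well was multiplexed: SteadyGlo luminescence measured ATXN2-luciferase expression after a fluorogenic Gly-Phe-AFC viability readout (25 uM final).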
HT1080 IDH1KD tx: HT-1080 IDH1 knockdown cell toxicity (counter line) | Potency, µM (series often up to 46.1 µM), for the others: at the highest dose activity, negative = toxicity, most hits filed as cytotoxic | 2% of 360,000 active | HT-1080 IDH1 knockdown viability, ATP luminescence, 48 h | AID 686971;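 also: potency is read from the fitted curve at half-maximal effect; 0% = DMSO wells and -100% = cell-free medium wells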
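After a 2 h attachment period, IDH1KD HT-1080 cells took pin-transferred compound for 48 h at 37 °C; ATP-based luminescence after 10 min room-temperature reagent incubation reported viability.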
S2 tox: viability counter-screen for ATXN expression inhibitors. S2 cells (HEK-293 line with an ATXN2-luciferase reporter) viability, CellTiter-Fluor protease fluorescence, 24 h. Potency, µM (titrated, usually from 56.7 µM), usual class: cytotoxic. 0.49% of 400,000 active; also: potency is read from the fitted curve at half-maximal effect; nearly all actives have a fitted effect of over 40% in size
HT1080NT lethal: kills 2HG-producing HT-1080-NT fibrosarcoma cells; HT-1080-NT fibrosarcoma viability, CellTiter-Glo ATP luminescence, 48 h; Potency, µM (series often up to 46.1 µM), without a hit: at the highest dose activity, negative = less viability, usual class: cytotoxic; 1.6% of 360,000 active;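 also: NT is the 2HG producing partner of a matched IDH1 knockdown line; potency is read from the fitted curve at half-maximal effect; 0% = DMSO-treated cells and -100% = media-only wells without cells; nearly all actives have a fitted effect of over 55% in size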
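Compounds were tested in concentration-response format on HT-1080-NT cells for 48 hours at 37 degrees C. Cell viability came from CellTiter-Glo luminescence; curves were classified by r2, response magnitude and activity.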
KB-3-1 tox: KB-3-1 parental cell cytotoxicity; 1.4% of 400,000 active; Potency, µM (highest dose often 46.1 µM), for inactives: top-dose activity change, negative = cytotoxic, most hits filed as cytotoxic; KB-3-1 viability, CellTiter-Glo ATP luminescence, 72 h; AID 1347075; also: potency is read from the fitted curve at half-maximal effect; % is scaled to controls: 0 for no effect and ±100 for the full control effect; nearly all actives have a fitted effect of over 60% in size
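Parental KB-3-1 viability, qHTS format: 72 h compound exposure, 37 °C; CellTiter-Glo; media-only wells and DMSO plates as controls; concentration-effect fits on corrected data.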
SW480 rerep: inducers of DNA re-replication in SW480 colon cancer cells; SW480 DNA re-replication, Hoechst DNA content imaging, 48 h; Potency, µM (top dose mostly 46.1 µM), for inactives: top-dose re-replication activation, most hits filed as activators; 1.8% of 340,000 active; also: potency is read from the fitted curve at half-maximal effect; % of control where 0% means no effect; nearly all actives have a fitted effect of over 55% in size
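Image-based DNA-content assay: after two days of treatment, nuclei were labelled with the DNA dye Hoechst and imaged, and hits were compounds raising the count of nuclei showing high fluorescence intensity.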
MCF10A rereplic: DNA re-replication induction in MCF 10a cells; MCF 10A DNA re-replication, Hoechst nuclear intensity, 48 h; Potency, µM (top dose mostly 46.1 µM), for the others: at the highest dose activity, positive = re-replication, hits mostly activators; 2.9% of 350,000 active; AID 624296; also: potency is read from the fitted curve at half-maximal effect; % of control where 0% means no effect; nearly all actives have a fitted effect of over 50% in size
IL-1B inflam inh: inhibitors of inflammasome signaling (IL-1 beta secretion); 4.7% of 360,000 active; activity change, % at 57.5 µM; THP-1 LPS/ATP IL-1B secretion, AlphaLISA, 16 h; hits give low values; in the data active = activity change below about -50%; inconclusive = mostly about -30% to -49%; also: % is scaled to controls: 0 for no effect and ±100 for the full control effect
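Secreted IL-1B measured by AlphaLISA bead assay after 16 h compound exposure of THP-1 cells; compounds (final up to 57.5 uM) added 1 h before LPS (250 ng/mL) and ATP (1.25 mM) stimulation; lower signal means less secretion.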
HepG2 viability: HepG2 cytotoxicity, counter-screen for TGF-b inhibitors. Potency, µM (highest dose often 46.1 µM), for inactives: top-dose activity change, negative = cytotoxicity, hits mostly cytotoxic. 0.76% of 410,000 active. AID 588856. HepG2 CAGA-GFP viability, ATP luminescence, 18 h; also: potency is read from the fitted curve at half-maximal effect; some results filed as inactive show a strong effect at the top dose
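CellTiter-Glo luminescence gave cytotoxicity after 18 hours at 37 degrees C. The cells were HepG2 CAGA-GFP in 1% FBS DMEM, stimulated with 500 pg/mL TGF-beta after compound addition. %Activity was normalised to no-cell wells (complete cell-killing) and DMSO (no toxicity), and curves were fitted and classified.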
An asterisk follows results filed as active; [ ] = another dose, or the depositor's remark. Unless noted, calls follow the shape of the dose curve; as a rule, active = well fitted curve in the direction sought with a large enough effect; inconclusive = small, poorly fitted or top-dose-only effect, or another doubt; inactive = no such curve, though single readings can be large; an effect the other way counts as inactive or inconclusive.

What do the screens show for `Cc1ccsc1/C=N/NC(=O)C(N)=O`?
HT1080 IDH1KD tx: 5%; S2 tox: inactive; HT1080NT lethal: 6%; KB-3-1 tox: -23%; SW480 rerep: -6%; MCF10A rereplic: -5%; IL-1B inflam inh: -4; HepG2 viability: 1%

What do the screens show for `COC(=O)c1ccc(CN2CCCC(CO)(Cc3ccccc3F)C2)cc1` (configuration not stated)?
ATXN2 expr inh: 3%; HT1080 IDH1KD tx: 9%; S2 tox: inactive; HT1080NT lethal: 6%; KB-3-1 tox: 9%; SW480 rerep: inconclusive; MCF10A rereplic: inconclusive; IL-1B inflam inh: 2; HepG2 viability: -5%

Results for CCOc1ccccc1NC(=O)Nc1ccc2c(c1)CCC2 ?
ATXN2 expr inh: 42%[activator]; HT1080 IDH1KD tx: -1%; S2 tox: inactive; HT1080NT lethal: -1%; KB-3-1 tox: -20%; SW480 rerep: 0%; MCF10A rereplic: 0%; IL-1B inflam inh: 5; HepG2 viability: -13%

What do the screens show for `CC1=C(C(=O)OCc2ccccc2)C(c2ccc3c(c2)OCO3)NC(=O)N1CCCC(=O)O` (configuration not stated)?
ATXN2 expr inh: -5%; HT1080 IDH1KD tx: 0%; S2 tox: inactive; HT1080NT lethal: -2%; KB-3-1 tox: 13%; SW480 rerep: -92%[inhibitor]; MCF10A rereplic: -1%; IL-1B inflam inh: 49; HepG2 viability: -1%

How did CCc1ccc(CNC(=O)CN2C(=O)CSc3c2c(C)nn3-c2ccccc2)cc1 do in these assays?
ATXN2 expr inh: -16%; S2 tox: inactive; KB-3-1 tox: 5%; HepG2 viability: -9%

What do the screens show for `Cc1ccc(CC2CC(=O)N(c3nc(C)cc(C)n3)C2=O)cc1` (configuration not stated)?
ATXN2 expr inh: -17%; HT1080 IDH1KD tx: 8%; S2 tox: inactive; HT1080NT lethal: 21%; KB-3-1 tox: 21%; SW480 rerep: -7%; MCF10A rereplic: 8%; IL-1B inflam inh: -1; HepG2 viability: -9%

What do the screens show for `Cc1cccc2c(C(=O)n3cccn3)cc(-c3ccccc3Cl)nc12`?
ATXN2 expr inh: 3%; HT1080 IDH1KD tx: 12%; S2 tox: inactive; HT1080NT lethal: 9%; KB-3-1 tox: 9%; SW480 rerep: -1%; MCF10A rereplic: 1%; IL-1B inflam inh: 16; HepG2 viability: 6%

How did CC(C)C(C(=O)NCc1ccco1)N(Cc1ccco1)C(=O)CNS(=O)(=O)c1ccccc1 (configuration not stated) do in these assays?
ATXN2 expr inh: 1%; HT1080 IDH1KD tx: 1%; S2 tox: inactive; HT1080NT lethal: -2%; KB-3-1 tox: 20%; SW480 rerep: -12%; MCF10A rereplic: 11%; IL-1B inflam inh: -7; HepG2 viability: -4%

How did CCCCN(Cc1ccccc1)C1CCN(Cc2ccccc2)CC1 do in these assays?
ATXN2 expr inh: -4%; HT1080 IDH1KD tx: inconclusive; S2 tox: inactive; HT1080NT lethal: inconclusive; KB-3-1 tox: -6%; SW480 rerep: -3%; MCF10A rereplic: inconclusive; IL-1B inflam inh: 3; HepG2 viability: -22%

Results for O=C(CCc1nnc(CCCCc2ccccc2)o1)N(CCO)Cc1ccccc1 ?
ATXN2 expr inh: 12%; HT1080 IDH1KD tx: 4%; S2 tox: inactive; HT1080NT lethal: 4%; KB-3-1 tox: 10%; SW480 rerep: 4%; MCF10A rereplic: 0%; IL-1B inflam inh: 2; HepG2 viability: -5%

Results for Cc1nn2c(NCCN3CCOCC3)c3c(nc2c1-c1ccccc1)CCCC3 ?
ATXN2 expr inh: inconclusive; HT1080 IDH1KD tx: 2%; S2 tox: inactive; HT1080NT lethal: 0%; KB-3-1 tox: -27%; SW480 rerep: -6%; MCF10A rereplic: inconclusive; IL-1B inflam inh: -15; HepG2 viability: -47%

What do the screens show for `CNC(=O)c1csc(Cc2c(Cl)sc3ccc(Cl)cc23)n1`?
HT1080 IDH1KD tx: -19%; S2 tox: inactive; HT1080NT lethal: -4%; KB-3-1 tox: inconclusive; SW480 rerep: -7%; MCF10A rereplic: 3%; IL-1B inflam inh: 0; HepG2 viability: -27%

Results for CCC1(C)CC(C#N)(C#N)C(=O)NC1=O (configuration not stated) ?
ATXN2 expr inh: 17%; HT1080 IDH1KD tx: 17%; S2 tox: inactive; HT1080NT lethal: 15%; KB-3-1 tox: 0%; IL-1B inflam inh: 0; HepG2 viability: 5%

How did CCc1[nH]nc(C(=O)N2CCCC(Nc3ccc(C(C)C)cc3)C2)c1C (configuration not stated) do in these assays?
ATXN2 expr inh: 5%; HT1080 IDH1KD tx: -17%; S2 tox: inactive; HT1080NT lethal: -20%; KB-3-1 tox: -6%; SW480 rerep: -4%; MCF10A rereplic: 5%; IL-1B inflam inh: -2; HepG2 viability: -18%

Results for Cc1ccc(C(C(=O)NC2CCCCC2)N2CCN(C(=O)c3ccco3)CC2)cc1 (configuration not stated) ?
ATXN2 expr inh: 1%; HT1080 IDH1KD tx: 17%; S2 tox: inactive; HT1080NT lethal: 7%; KB-3-1 tox: 21%; SW480 rerep: -6%; MCF10A rereplic: 4%; IL-1B inflam inh: -6; HepG2 viability: -24%

What do the screens show for `COc1cccc(C=NN2CCCCCC2)c1OC`?
ATXN2 expr inh: 45%[activator]; HT1080 IDH1KD tx: 3%; S2 tox: inactive; HT1080NT lethal: -1%; KB-3-1 tox: 10%; SW480 rerep: 5%; MCF10A rereplic: inconclusive; IL-1B inflam inh: -12; HepG2 viability: -1%

Results for CCCCN(C(=O)NC(=O)Nc1cccc(C)c1C)S(C)(=O)=O ?
ATXN2 expr inh: -9%; HT1080 IDH1KD tx: 1%; S2 tox: inactive; HT1080NT lethal: -2%; KB-3-1 tox: -1%; SW480 rerep: 5%; MCF10A rereplic: inconclusive; IL-1B inflam inh: -9; HepG2 viability: -13%

What do the screens show for `O=C(NCc1ccccn1)c1ccccc1OCc1ccc(F)cc1`?
ATXN2 expr inh: -8%; HT1080 IDH1KD tx: -6%; S2 tox: inactive; HT1080NT lethal: -1%; KB-3-1 tox: -8%; SW480 rerep: 0%; MCF10A rereplic: 17%; IL-1B inflam inh: -3; HepG2 viability: -8%

What do the screens show for `CCOc1ccc(/C(CCC(=O)O)=N/NC(=S)NCCc2ccccc2)cc1`?
ATXN2 expr inh: -22%; HT1080 IDH1KD tx: -10%; S2 tox: inactive; HT1080NT lethal: -11%; KB-3-1 tox: 10%; SW480 rerep: -4%; MCF10A rereplic: 3%; IL-1B inflam inh: 34; HepG2 viability: -70%

How did O=C(OCC(=O)c1c[nH]c2ccccc12)c1cccc([N+](=O)[O-])c1 do in these assays?
ATXN2 expr inh: 9%; HT1080 IDH1KD tx: -6%; S2 tox: inactive; HT1080NT lethal: 2%; KB-3-1 tox: -15%; SW480 rerep: -7%; MCF10A rereplic: 0%; IL-1B inflam inh: 0; HepG2 viability: -26%

What do the screens show for `CC(C)(C)N/N=C1\CC(c2ccccc2)Oc2ccccc21` (configuration not stated)?
ATXN2 expr inh: -1%; HT1080 IDH1KD tx: 6%; S2 tox: inactive; HT1080NT lethal: 4%; KB-3-1 tox: -9%; SW480 rerep: 1%; MCF10A rereplic: inconclusive; IL-1B inflam inh: 19; HepG2 viability: -3%

What do the screens show for `COc1ccc(-c2cc(C(F)F)n3ncc(C(=O)Nc4cc(C)on4)c3n2)cc1`?
HT1080 IDH1KD tx: 10%; HT1080NT lethal: 7%; KB-3-1 tox: -8%; SW480 rerep: inconclusive; MCF10A rereplic: inconclusive; IL-1B inflam inh: 0; HepG2 viability: 8%

What do the screens show for `Cc1ccc(-n2c(C)cc(C(=O)CN3CCOCC3)c2C)cc1C`?
HT1080 IDH1KD tx: -1%; S2 tox: inactive; HT1080NT lethal: -2%; KB-3-1 tox: 0%; SW480 rerep: -49%[inhibitor][9.22 µM]; MCF10A rereplic: 12%; IL-1B inflam inh: -4; HepG2 viability: -36%

How did Cc1cccc(NC(=O)CSc2nnnn2-c2cccnc2)c1 do in these assays?
ATXN2 expr inh: 4%; HT1080 IDH1KD tx: 5%[9.24 µM]; S2 tox: inactive; HT1080NT lethal: -24%; KB-3-1 tox: -3%; SW480 rerep: 10%; MCF10A rereplic: 13%; IL-1B inflam inh: 12; HepG2 viability: 2%

How did Cn1c(CCC(=O)Nc2ccccc2F)nnc1SCC(=O)Nc1ccccc1Cl do in these assays?
ATXN2 expr inh: -11%; HT1080 IDH1KD tx: -1%; S2 tox: inactive; HT1080NT lethal: -1%; KB-3-1 tox: -9%; SW480 rerep: 2%; MCF10A rereplic: -1%; IL-1B inflam inh: 24; HepG2 viability: -3%

Results for N#C/C(=C\c1ccc([N+](=O)[O-])cc1)c1ccccn1 ?
ATXN2 expr inh: 61%[activator]; HT1080 IDH1KD tx: -6%; S2 tox: inactive; HT1080NT lethal: 0%; KB-3-1 tox: -9%; SW480 rerep: 9%; MCF10A rereplic: 11%; IL-1B inflam inh: -73*; HepG2 viability: -28%

Results for CCSc1nc2nccnc2c(=O)[nH]1 ?
ATXN2 expr inh: -1%; HT1080 IDH1KD tx: 5%; S2 tox: inconclusive; HT1080NT lethal: 2%; KB-3-1 tox: 4%; SW480 rerep: -3%; MCF10A rereplic: -1%; IL-1B inflam inh: 23; HepG2 viability: 7%

How did CCOC(=O)[C@]12CCCC=C1N(Cc1ccccc1)C(=O)[C@H](CC(=O)N1CCCC1)C2 do in these assays?
HT1080 IDH1KD tx: -2%; HT1080NT lethal: -3%; KB-3-1 tox: 2%; IL-1B inflam inh: 5
